# PV pol inh: poliovirus RNA polymerase inhibition. P03300. AID 588519. hit rate 0.66% among 150,000. % elongation, % (compound at 16.7 µg/mL). poliovirus polymerase elongation, fluorescence polarization; active compounds read low; in the data active means % elongation below about 90%; further: some results filed as inactive read as strong as hits
# Target sequence (P03300 1749-2209 limits assumed): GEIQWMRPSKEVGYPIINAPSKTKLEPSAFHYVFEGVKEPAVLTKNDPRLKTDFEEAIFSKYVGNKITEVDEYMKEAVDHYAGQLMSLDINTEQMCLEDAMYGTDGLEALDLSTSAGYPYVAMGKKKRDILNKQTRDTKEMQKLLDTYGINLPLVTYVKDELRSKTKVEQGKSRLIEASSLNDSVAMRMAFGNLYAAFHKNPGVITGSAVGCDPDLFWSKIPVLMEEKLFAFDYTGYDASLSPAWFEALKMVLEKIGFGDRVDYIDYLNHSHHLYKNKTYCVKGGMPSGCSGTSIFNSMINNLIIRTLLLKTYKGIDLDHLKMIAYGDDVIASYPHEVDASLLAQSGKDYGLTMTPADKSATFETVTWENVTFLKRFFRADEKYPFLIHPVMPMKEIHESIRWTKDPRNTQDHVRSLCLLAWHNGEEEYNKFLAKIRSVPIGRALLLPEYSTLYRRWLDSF
# PV pol inh FP z-score: second read-out of PV pol inh, no call of its own (marks repeat the call); z-score; measured here: FP z-score; hits read low
# The depositor's hits bear a star.
Compound | PV pol inh | PV pol inh FP z-score
Cc1ccc2c(CNC3CCCC3)c(C(=O)O)n(C)c2c1 | 102.0 | -0.2
CCOc1cc(S(=O)(=O)n2ccnc2C(C)C)ccc1Cl | 111.0 | 1.3
Cc1ccc(NS(=O)(=O)c2cnc(N)nc2)c(C)c1 | 102.0 | -1.3
NS(=O)(=O)c1ccc(CCn2ccn(CC(=O)NCCC3=CCCCC3)c(=O)c2=O)cc1 | 105.0 | 0.6
CCc1ccc(NC(=O)Cc2ccc(NC3=NC4CS(=O)(=O)CC4S3)cc2)cc1 (stereo unspecified) | 101.0 | 0
Cc1cccc(C)c1OCC(=O)N=Nc1c(O)n(CN2CCN(C)CC2)c2ccc(Br)cc12 | 100.0 | -0.2
Cc1ccccc1NC(=O)C(=O)NCC1(c2ccccc2)CCCC1 | 110.0 | 0.8
Cc1cc(Oc2cc(C#N)c(C#N)cc2N2CCOCC2)cc(C)c1Cl | 100.0 | -0.1

# Single records (already shown):
# `Cc1ccc(NS(=O)(=O)c2cnc(N)nc2)c(C)c1` across the screens: PV pol inh: 102.0; PV pol inh FP z-score: -1.3
# `Cc1ccc2c(CNC3CCCC3)c(C(=O)O)n(C)c2c1` across the screens: PV pol inh: 102.0; PV pol inh FP z-score: -0.2
# `Cc1cc(Oc2cc(C#N)c(C#N)cc2N2CCOCC2)cc(C)c1Cl` across the screens: PV pol inh: 100.0; PV pol inh FP z-score: -0.1

# More results.
Compound | PV pol inh | PV pol inh FP z-score
Cn1c2c(c3ccccc31)C(C)(C)NC(C)(C)C2 | 104.0 | 0.4
Cc1cccc(/C=C2\Sc3ccc(C(=O)N4CCC(C)CC4)cc3N(C)C2=O)c1 | 102.0 | -0.2
CC(C)(C)c1cc(CCC(=O)O)cc(C(C)(C)C)c1O | 99.0 | 0
COCCn1ccc2c(OCC(=O)Nc3cccc(C(F)(F)F)c3)cccc2c1=O | 106.0 | -0.1
CN1C(=O)CC(c2cn(Cc3ccccc3)c3ccccc23)C1=O (stereo unspecified) | 116.0 | 2.6
CN(C(=O)CSc1n[nH]c(=O)[nH]c1=O)c1ccccc1 | 102.0 | 0.2
CC(=O)Nc1ccc(Cl)cc1C(F)(F)F | 99.0 | -1.2
N/C(=N\NC(=O)Nc1ccccc1)c1ccc(C(F)(F)F)cn1 | 103.0 | 0.4
O=C(Nc1ccccc1Cl)Nc1ccccc1Cl | 103.0 | 0
O=C(CSc1ncnc2c1nnn2Cc1ccc(F)cc1)NC1CCCC1 | 99.0 | -0.6
O=[n+]1cc(-c2ccco2)n([O-])c2c1CCCC2 | 106.0 | 0.5
CCCc1cc(C(=O)Nc2c(C)nn(Cc3c(Cl)cccc3Cl)c2C)no1 | 108.0 | 0.7
COc1ccc(S(=O)(=O)N2Cc3ccccc3CC2C(=O)N2CCOCC2)cc1OC (stereo unspecified) | 103.0 | 0.4
Cc1cc(C)cc(N2C(=O)CSC23C(=O)N(CC(=O)NC2CCCCC2)c2ccccc23)c1 (stereo unspecified) | 101.0 | -0.3
CC(C)(C)c1ncc(C(=O)O)cn1 | 101.0 | 0
CCOc1ccc(CCN)cc1OCC | 101.0 | -0.2
COc1ccccc1-n1c(-c2ccncc2)n[nH]c1=S | 105.0 | 1.1
CC(C)NC(=O)C1CC(c2ccccc2O)=NO1 (stereo unspecified) | 106.0 | 1.8
CCOc1ccccc1CNC(=O)c1ccc2c(c1)N(C)CCS2 | 102.0 | 0.2
Cc1ccc(Cl)cc1N1CCN(C(CC(=O)O)C(=O)c2ccc(F)cc2)CC1 (stereo unspecified) | 70.0* | -2.7*
COc1ccc(CC(=O)Nc2c(C(=O)N3CCN(c4ccccc4)CC3)oc3ccccc23)cc1OC | 98.0 | -2
COC(=O)c1cc(NC(=O)c2ccco2)cc(C(=O)OC)c1 | 108.0 | 0.5
O=C(CSC1=NS(=O)(=O)c2ccccc21)Nc1ccc(Br)cc1 | 101.0 | -0.8
NC(C(=O)O)C(c1ccc(O)cc1)C(F)F (stereo unspecified) | 100.0 | 0
Cc1ccc2ccc3cc(C(=O)N4CCN(c5ccccc5F)CC4)nc3c2[nH]1 | 111.0 | 0.6
COC(=O)C1=C(C)NC(C)=C(C(=O)OC)C1C(=O)OCC(=O)c1cc(C)n(C2CC2)c1C | 102.0 | 0
O=C(O)C(C(=O)/C=C/c1ccccc1)=C1SCCS1 | 97.0 | -0.6
Cc1ccc(C)c(NC(=O)CSCc2cnn(-c3ccccc3)c2-n2cccc2)c1 | 101.0 | -0.4
Cc1ccc(Cl)cc1-n1c(CCC(=O)O)ccc1-c1cccs1 | 109.0 | -0.3
CCCCn1c2ccc(F)cc2c2nnc(SCCN3CCCCC3)nc21 | 100.0 | -1
CC(C)c1cccc(C(C)C)c1NC(=O)CSc1ncccn1 | 102.0 | 0.1
CCOC(=O)N1CCN(S(=O)(=O)c2ccc(C)c(C)c2)CC1 | 103.0 | 0.2
CCc1ccc(CNC(=O)c2cc3cc4ccc(OC)cc4nc3o2)cc1 | 110.0 | 0.4
C=CCN1C(=O)C(=O)/C(=C(\O)c2ccccc2)C1c1ccccc1 (stereo unspecified) | 101.0 | -0.1
O=C1CCC(=O)N1c1c(F)c(F)nc(N2CCCCC2)c1F | 104.0 | 0.6
COc1ccc(CCNC(=O)c2ccc(/C=C3\Oc4ccccc4NC3=O)cc2)cc1OC | 103.0 | 0.8
O=C(NCC1CCCCC1)NC1CCCN(c2cnccn2)C1 (stereo unspecified) | 103.0 | 0.6
Cc1ccc(S(=O)(=O)c2c(O)c3ccc(C(=O)N4CCOCC4)cc3[nH]c2=O)cc1 | 103.0 | 0.3
CN1C(=O)CC(c2ccsc2)Sc2ccccc21 (stereo unspecified) | 107.0 | 0.7
CCOc1ccc(CN(C(=O)c2cc(=O)c3cc(Cl)ccc3o2)C2CCS(=O)(=O)C2)cc1 (stereo unspecified) | 123.0 | 3

# Rewritten with two lines to a compound: part of the list above
# Values run as follows: PV pol inh, PV pol inh FP z-score
- CN1C(=O)CC(c2ccsc2)Sc2ccccc21 (stereo unspecified)
    107.0, 0.7
- CCOc1ccc(CN(C(=O)c2cc(=O)c3cc(Cl)ccc3o2)C2CCS(=O)(=O)C2)cc1 (stereo unspecified)
    123.0, 3

# (more compounds)
Compound | PV pol inh | PV pol inh FP z-score
COc1ccc(NC(=O)c2cc3nc(C(F)F)cc(C(F)F)n3n2)cc1OC | 103.0 | 1.8
O=C(O)c1cccc(-n2cnc3cccnc32)c1 | 104.0 | -1.2
Cc1cc(C)cc(OCC(=O)N2CCC(c3nc4ccccc4o3)CC2)c1 | 106.0 | 0.2
Cc1ccc2oc(=O)c3cc(C(=O)NCc4ccc(C)o4)sc3c2c1 | 102.0 | 0.4
c1ccc(CCNc2nnnn2-c2ccccc2)cc1 | 101.0 | -0.2
CCC12CN3CC(C)(CN(C1)C3c1c(C)[nH]c3ccccc13)C2=O (stereo unspecified) | 111.0 | 1.1
Cc1ccccc1C(=O)Nc1sc2c(c1C(=O)N1CCC(C)CC1)CCCC2 | 105.0 | 0.2
Cc1ccc(NC(=O)CSc2nc3c(oc4ccccc43)c(=O)n2Cc2ccco2)cc1F | 106.0 | 0.4
CCn1c(C(NC(=O)c2ccc(C)cc2)C(C)C)n[nH]c1=S (stereo unspecified) | 100.0 | -0.5
O=c1c(Cl)c(N2CCCCC2)cnn1C12CC3CC(CC(C3)C1)C2 | 103.0 | 0.8
CCC1=Nc2cc(C(=O)N3CCc4ccccc4C3)ccc2Sc2ccccc21 | 103.0 | 0.3
CCC(=O)Nc1ccccc1C(=O)NC(C)(C)C | 101.0 | -0.1
CCN(CC)P1(=S)N(c2ccccc2)N=C2C=C(C)c3ccccc3N21 (stereo unspecified) | 68.0* | -2.7*
Cn1cc2ccc(N)cc2n1 | 101.0 | -0.1
O=c1c2ccccc2[nH]c(=S)n1Cc1cccnc1 | 100.0 | -0.4
COC(=O)C1C(=O)C2=C(CC1C)Nc1ccccc1NC2c1cc(F)ccc1F (stereo unspecified) | 101.0 | -0.3
CN(C)S(=O)(=O)c1ccc(C#N)cc1 | 108.0 | 0.4
CCOC(=O)c1cc2c(=O)n3ccccc3nc2n(C(C)C)c1=NC(=O)c1c(-c2ccccc2Cl)noc1C | 100.0 | 0.1
Nc1cccc(NC(=O)c2cccc(S(=O)(=O)Nc3cccc(N)c3)c2)c1 | 102.0 | 0.1
COc1ccc(CCNS(=O)(=O)c2ccc(N3CCCCS3(=O)=O)cc2)cc1 | 108.0 | 0.4
CCOC(=O)c1c(-c2ccccc2)oc2ccc(OC(=O)Cc3n[nH]c(=O)c4ccccc34)cc12 | 102.0 | -0.2
C[C@@]12C(=O)OC(=O)[C@]1(C)C1CCC2O1 | 99.0 | -0.1
Cc1cc(C(=O)O)c(C)n1C1CC1 | 104.0 | 0.1
COc1cc(-c2nc(C=Nc3cccc(C(=O)O)c3)c(O)o2)cc(OC)c1OC | 99.0 | -0.7
O=C(CSc1ccc(-c2ccco2)nn1)c1ccccc1 | 99.0 | -0.6
Cc1ccc(C)c(N2CCN(c3nc4ccccc4c4nc(-c5cccnc5)nn34)CC2)c1 | 90.0 | -4.7
C[n+]1ccn(CC(=O)c2ccccc2)c1 | 98.0 | -0.6
Cc1ccc(CN2CCc3nc(N4CCN(C)CC4)ncc3C2)cc1 | 104.0 | -0.3
Cc1ccc(S(=O)(=O)NC(=O)SC#N)cc1 | 98.0 | -0.6
CC1(C)C=C(C(=O)N2CCOCC2)C(C)(C)N1 | 103.0 | 0.3
CCNC(=O)C(C)NC1CCN(C(C)C)CC1 (stereo unspecified) | 94.0 | -1.1
Cc1ccc(NC(=O)CN2C(=O)C(c3ccc(F)cc3)=NC2(C)C)c(C)c1 | 109.0 | 0.5
O=S(=O)(Nn1cc(-c2ccccc2)[nH]c1=S)c1ccc2c(c1)OCCO2 | 99.0 | -0.3
O=C(NC1CCCCC1)c1cccc(-n2c(=S)[nH]c3cc(Cl)ccc3c2=O)c1 | 103.0 | 0.5
COc1cc(/C=C(\C#N)C(=O)NCC2CCCO2)ccc1O (stereo unspecified) | 105.0 | 0.4
CCCN1Cc2cccc(C(=O)NC3CCCCCC3)c2C1=O | 99.0 | -0.6
Cc1ccn2c(=O)c(NC(=O)C3CCCCC3)c(C)nc2c1 | 105.0 | 1.1
CC(C)c1ccccc1NC(=O)C1CCCCC1 | 100.0 | -0.1
Cc1ccc(CN2C(=O)N(c3ccc(C)c(Cl)c3)S(=O)(=O)c3ccccc32)cc1 | 110.0 | 0.7
CC1=C2CCC3C(CC[C@]4(C)C(=O)CCC34)[C@@]2(C)CCC1=O (stereo partly specified) | 100.0 | 0.1
CCCCc1ccc(NC(=O)c2cc(-c3ccc(C)c(F)c3)on2)cc1 | 106.0 | -0.1
CC1CCCCN1CCNC(=O)C1c2ccccc2C(=O)N(C2CCCC2)C1c1cccs1 (stereo unspecified) | 102.0 | -0.1
O=C(NCCCc1ccccc1)C1CCN(C(=O)N2CCOc3ccc(Cl)cc32)CC1 | 109.0 | 0.4
CN(C1CCCCC1)S(=O)(=O)c1ccc2c(c1)c(=O)c(C(=O)NCCc1ccccc1)cn2C | 108.0 | 0.6
CCCCn1c(CCc2ccc(S(=O)(=O)N3CCOCC3)cc2)nc2cc(S(N)(=O)=O)ccc21 | 100.0 | 0
COc1cc(OC)c(N(C)C(=O)c2cn(C3CCCC3)c(=O)c3c2c2ccccc2n3C)cc1Cl | 114.0 | 0.5
Cc1ccccc1NC(=O)c1c[nH]c2ccccc2c1=O | 108.0 | 0.4
Clc1ccc(CCNc2nc3ccccc3c3nc(-c4ccccc4)nn23)cc1 | 107.0 | 0.8
Cn1c(=NC(=O)CSCC(=O)N2CCCC2)sc2cc(Br)ccc21 | 102.0 | 0.7
CCCSc1nc2c(c(-c3ccco3)c1C#N)CCCC2 | 101.0 | 0.1
Cc1ccc(C2CC(=O)n3nc(-c4cccc(C)c4)nc3S2)cc1 (stereo unspecified) | 100.0 | -0.7
CC(Nc1nc(N2CCNCC2)nc2ccccc12)c1ccccc1 (stereo unspecified) | 101.0 | -0.2
COc1ccc(N(Cc2nc3ccccc3o2)S(=O)(=O)c2cc(C)ccc2C)cc1 | 103.0 | 0.1
COCc1cc(=O)[nH]c(Nc2nc3ccccc3s2)n1 | 104.0 | 0.1
CC(C)(C)c1ccc(C(=O)NCCc2ccccn2)cc1 | 102.0 | -0.1
N#Cc1cc(Oc2ccc(C(=O)c3ccccc3)cc2)nc2ccccc12 | 104.0 | 0.4

# The results go on.
Compound | PV pol inh | PV pol inh FP z-score
O=C(NCC(=O)N1CCC(n2c(=O)[nH]c3ccccc32)CC1)c1ccc2ccccc2c1 | 101.0 | -0.2
CC(C)CC(=O)Nc1ccccc1-c1nnn(CC(=O)N2CCc3ccccc3C2)n1 | 101.0 | 0.1
O=C(CN1CCN(Cc2nc3ccccc3s2)CC1)N1CCc2ccccc21 | 108.0 | 0.7
CCn1cc(C(=O)O)cn1 | 101.0 | 0.2
Cc1ccc(C2=NNC(=O)CC2)cc1 | 101.0 | -0.1
Cc1cc(=O)n2nc(CN3CCN(C4CCS(=O)(=O)C4)CC3)sc2n1 (stereo unspecified) | 100.0 | -0.2
O=C(NCCCn1ccnc1)c1cc2c(s1)CCCC2 | 103.0 | 0.6
CCc1cccc(NC(=O)CSc2ncc3c(n2)-c2ccccc2N(CC)S3(=O)=O)c1 | 102.0 | -0.3
CCS(=O)(=O)N1CCC(C(=O)N2CCOCC2)CC1 | 99.0 | -0.5
COC(=O)C1C(c2ccccc2)C(C(=O)OCc2ccco2)C1c1ccccc1 (stereo unspecified) | 100.0 | -0.5
CCCC1(C(=O)OCC)NC(c2ccc(N(C)C)cc2)C2C(=O)N(c3ccc(OCC)cc3)C(=O)C21 (stereo unspecified) | 103.0 | 0.7
CN(C)/N=C/c1ccc(OC(=O)c2ccco2)cc1 | 103.0 | 0.3
CC(C)CC1NC(=O)N(CCCCN2C(=O)c3ccccc3C2=O)C1=O (stereo unspecified) | 104.0 | 0.2
O=C(CSc1nc2ccccc2s1)n1c2ccccc2c2ccccc21 | 102.0 | 0.2
CCOC(=O)c1c(C)[nH]c(C)c1S(=O)(=O)N1CCC(C(=O)NCc2ccc(F)cc2)CC1 | 103.0 | -0.2
COc1ccc(OC)c(NC(=O)CN2CCCN(Cc3cc(C)ccc3C)S2(=O)=O)c1 | 103.0 | -0.4
[O-][n+]1c2c(nn1-c1ccccc1)CCc1ccccc1-2 | 103.0 | 0.1

# This is a subset; count on the stated rates, not on these rows.
